Screening results from PubChem.
CHT allo act: CHT positive allosteric modulators, primary screen, cell-based, membrane potential dye, choline EC20; High affinity choline transporter 1 (Homo sapiens), Q9GZV3; CHT-expressing cells; stronger effect = higher value; LV-AA mutant CHT in HEK293 cells; actives 0.49% (n = 310,000); B-score at 10 µM;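 active = initial fluorescence not abnormally high and integrated response B-score, plate-corrected, over 3 SD above library mean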
Target sequence (Q9GZV3 whole entry, looked up): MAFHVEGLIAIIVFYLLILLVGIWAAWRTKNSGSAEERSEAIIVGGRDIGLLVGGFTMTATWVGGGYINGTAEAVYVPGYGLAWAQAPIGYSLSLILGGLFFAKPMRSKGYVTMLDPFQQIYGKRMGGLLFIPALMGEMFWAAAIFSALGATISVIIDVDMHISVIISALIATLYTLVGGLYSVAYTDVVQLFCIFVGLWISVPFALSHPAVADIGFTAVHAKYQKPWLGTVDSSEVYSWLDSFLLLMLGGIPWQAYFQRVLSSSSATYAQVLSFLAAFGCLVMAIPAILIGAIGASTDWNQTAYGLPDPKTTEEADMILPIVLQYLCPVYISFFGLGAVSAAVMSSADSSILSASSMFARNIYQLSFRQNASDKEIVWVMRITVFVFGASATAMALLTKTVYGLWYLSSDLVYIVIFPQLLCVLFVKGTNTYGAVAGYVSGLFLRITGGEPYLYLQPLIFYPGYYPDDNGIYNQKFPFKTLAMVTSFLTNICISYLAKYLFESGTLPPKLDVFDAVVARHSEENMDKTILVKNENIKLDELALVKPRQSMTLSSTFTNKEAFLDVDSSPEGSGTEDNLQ
CHT block: inhibitors of human choline transporter CHT; CHT-expressing cells, membrane potential dye, choline response; stronger effect = lower value; AID 488975, 2010; High affinity choline transporter 1 (Homo sapiens), Q9GZV3; actives 0.86% (n = 310,000); B-score at 10 µM;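 active = B-score over 3 SD under the library average, and starting fluorescence ratio not unusually high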;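 also: choline stimulus applied at its EC90 after an EC20 pre-addition; B-score computed on integrated fluorescence ratio after choline addition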
Active calls of the source: *; i = inactive. A portion of the library, so the mix of outcomes need not match the whole.

A first look (3 entries):
SMILES | CHT allo act | CHT block
COc1ccccc1CCNCc1cccc(C(F)(F)F)c1 | i | i
O=P(NS(=O)(=O)c1ccc(Br)cc1)(Oc1ccccc1)Oc1ccccc1 | i | i
CCCN1CCc2cc(O)cc3c2[C@H]1Cc1ccc(O)c(O)c1-3 | i | i

The list itself, repeating the preview:
SMILES | CHT allo act | CHT block
COc1ccccc1CCNCc1cccc(C(F)(F)F)c1 | i | i
O=P(NS(=O)(=O)c1ccc(Br)cc1)(Oc1ccccc1)Oc1ccccc1 | i | i
CCCN1CCc2cc(O)cc3c2[C@H]1Cc1ccc(O)c(O)c1-3 | i | i
COC(=O)C1=C(c2ccc(S(C)(=O)=O)cc2)C[C@@H]2CC[C@H]1N2C(=O)NCCS(C)=O (stereo partly drawn) | i | i
CCC(C)(C)n1nnnc1CN1CCC(n2c(C)nc3cc(C(F)(F)F)ccc32)CC1 | i | i
O=c1[nH]c(=O)n(Cc2ccc(F)cc2)c(O)c1C=NCCCN1CCOCC1 | i | i
Cc1cc(C)cc(N2C(=O)NC(=O)/C(=C\C=C\c3ccco3)C2=O)c1 | i | i
CCOP(=O)(OCC)C(O)c1ccc(OC)cc1OC (stereo not drawn) | i | i
O=C(Cn1c(=S)[nH]c2ccccc2c1=O)N1CCC2(CC1)OCCO2 | i | i
S=P(Nn1cnnc1)(c1ccccc1)c1ccccc1 | i | i
CS(=O)(=O)c1ccc(C(=O)N2CCC(C(=O)O)(c3ccccc3)CC2)cc1 | i | i
C=CCn1cc(C=C2C(=O)NC(=O)NC2=O)c2ccccc21 | i | i
O=C(Cn1cc(C=C2C(=O)NC(=O)NC2=O)c2ccccc21)NCC1CCCO1 (stereo not drawn) | i | i
CN1C(=O)C(=Cc2ccccc2OCCOc2ccc([N+](=O)[O-])cc2)C(=O)N(C)C1=O | i | i
C[n+]1c(-c2ccccc2)sc2ccccc21 | i | i
COc1ccc(N2C(=O)/C(=C/c3ccco3)C(=O)NC2=S)cc1 | i | i
COc1ccc(/C=C2\C(=O)NC(=O)N(CCC3=CCCCC3)C2=O)c(OC)c1 | i | i
COc1ccc(C2(C#N)CCN(C)CC2)cc1 | i | i
O=c1[nH]c(=S)n(-c2ccccc2)c(O)c1C=NCc1ccccn1 | i | i
CCOC(=O)c1c(C)n(Cc2ccccc2)c2ccc(OCC(O)CN3C(=O)CNC3=O)cc12 (stereo not drawn) | i | i
CC[N+]12CCC(CC1)C(=C(c1ccccc1)c1ccccc1)C2 | i | i
CC(C)C/C(=N/O)c1c[nH]c2ccccc12 | i | i
O=C1CC(=O)N(Cc2ccccc2)C(=S)N1 | i | i
COc1cc(OC)c([C@H]2C=C(C)[C@H]3C[C@@H]2C3(C)C)c(OC)c1 | i | i
O=C(O)C(Cc1cnc[nH]1)NS(=O)(=O)c1ccc(Cl)cc1 (stereo not drawn) | i | i
CCOc1ccc(N2C(=O)CC(=O)NC2=O)cc1 | i | i
COC(=O)C1=Nc2ccccc2/C1=C\c1c(O)n(-c2ccc(OC)cc2)c(=O)[nH]c1=O | i | i
CC(c1ccccc1)n1cncc1C(=O)N1CCCC1=O (stereo not drawn) | i | i
CCCCOc1ccc(CN2CCN(CCO)CC2)cc1 | i | i
N#CC(C#N)=Cc1ccc(-c2ccccc2F)o1 | i | i

Three of these compounds in another layout:
| compound | CHT allo act | CHT block |
| --- | --- | --- |
| O=C(O)C(Cc1cnc[nH]1)NS(=O)(=O)c1ccc(Cl)cc1 (stereo not drawn) | i | i |
| COc1cc(OC)c([C@H]2C=C(C)[C@H]3C[C@@H]2C3(C)C)c(OC)c1 | i | i |
| CCOC(=O)c1c(C)n(Cc2ccccc2)c2ccc(OCC(O)CN3C(=O)CNC3=O)cc12 (stereo not drawn) | i | i |

Remaining list, next part:
SMILES | CHT allo act | CHT block
c1ccc2c(N3CCNCC3)nsc2c1 | i | i
O=C(c1cn(Cc2ccccc2)c2ccccc12)N1CCCCC1 | i | i
O=C(COc1ccccc1)N1CCN(C2CC3CCC2C3)CC1 (stereo not drawn) | i | i
N#Cc1ccccc1Cn1cc(C(=O)c2ccccc2F)c2ccccc21 | i | i
CCCCn1c(NC(=O)c2ccc(Br)o2)c(C(=O)OCC)c2nc3ccccc3nc21 | i | i
CCCCn1c(O)c(C(CC)=NCc2cc(OC)cc(OC)c2)c(=O)[nH]c1=O | i | i
COC(=O)[C@@H]1[C@@H](C(=O)OC)C2(c3ccccc3-c3ccccc32)N(c2ccc(Cl)cc2)N1C#N | i | i
CN1C(=O)NC(=O)/C(=C/c2ccc([N+](=O)[O-])o2)C1=O | i | i
CC(C)CC(NC(=O)C1CCCCC1)C(=O)N1CCC2(CC1)OCCO2 (stereo not drawn) | i | i
COc1ccccc1CN1CCCCC1c1cccnc1 (stereo not drawn) | i | i
CN(C)C(=O)Oc1ccc(OC(=O)N(C)C)cc1 | i | i
CCOC(=O)c1sc(N=Nc2c(O)[nH]c(=O)[nH]c2=O)c(C(=O)OCC)c1C | i | i
O=C(NCCN1CCOCC1)c1ccc(Cl)nc1Cl | i | i
O=C1Nc2ccc(Br)cc2C(c2ccc(Cl)cc2)=NC1O (stereo not drawn) | i | i
Cn1c(O)c(/C=N/NC(=O)c2ccncc2)c(=O)n(C)c1=S | i | i
O[C@@H]1CCCC[C@H]1N1CCC(c2ccccc2)CC1 | i | i
CCOP(=O)(OCC)C(O)c1cccc([N+](=O)[O-])c1 (stereo not drawn) | i | i
CCN1C(=O)CC(c2cccnc2)=Nc2ccccc21 | i | i
O=c1cccc2n1CC1CC2CN(c2ncnc3c2cnn3-c2ccccc2)C1 (stereo not drawn) | i | i
CN(C)CCN=Cc1c(O)n(C2CCCCCC2)c(=O)[nH]c1=O | i | i
O=C(COc1ccc2ccc(=O)oc2c1)N1C[C@H]2C[C@@H](C1)c1cccc(=O)n1C2 | i | i
Cc1ccc(N2C(=O)NC(=O)/C(=C\c3cnc(-c4ccccc4)nc3)C2=O)cc1 | i | i
O=C(COc1ccc(Br)cc1)N1CCN(C2CCCC2)CC1 | i | i
C[n+]1ccc(-c2ccccc2)c2ccccc21 | 8.55* | i
Cc1nc2ccc(Cl)cc2c(=O)n1-c1ccccc1Cl | i | i
C[C@]12CCC3[C@@H](CCC4=CC(=O)CC[C@@]43CO)C1CCC2=O (stereo partly drawn) | i | i
CNC(=O)ON(C(=O)NC)C1N(C)C(=S)SC1(C)C (stereo not drawn) | i | i
Cc1c(C)c2ccc(OCC(=O)N3CCC(C(=O)O)(c4ccccc4)CC3)c(C)c2oc1=O | i | i
CCC(C)n1c(O)c(C(c2ccccn2)c2c(O)n(C(C)CC)c(=S)[nH]c2=O)c(=O)[nH]c1=S (stereo not drawn) | i | i
COc1ccc(NC(=O)N2CCC3(CC2)OCCO3)cc1OC | i | i
O=C1CN=C(c2ccc(Cl)cc2)c2oc3ccccc3c2N1 | i | i
Cc1ccc(OCC(=O)N2CCN(CC3CC4C=CC3C4)CC2)cc1 (stereo not drawn) | i | i
C=CCn1c(O)c(C(C)=NCC2CCCO2)c(=O)[nH]c1=O (stereo not drawn) | i | i
CCC(C)N1C(=O)NC(=O)C2(Cc3cc(C)ccc3N(C)C2)C1=O (stereo not drawn) | i | i
COc1ccc(CN2CCCC(C(=O)c3ccc(Cl)cc3)C2)c(O)c1 (stereo not drawn) | i | i
Cc1cc(C(=O)C[N+]23CCN(CC2)CC3)c(C)n1-c1ccc(Br)cc1 | i | i
O=C(c1cc(-c2cccnc2)nc2ccc(Cl)cc12)N1CCC2(CC1)OCCO2 | i | i
CCCCn1nc(C)c(C(=O)O)c1Cl | i | i
Clc1ccc(COC(Cn2ccnc2)c2ccc(Cl)cc2Cl)cc1 (stereo not drawn) | i | i
CC(C)CCn1c(=O)c(C(=O)Nc2ccccc2S(N)(=O)=O)c(O)c2ccccc21 | i | i
N/C(=N\[N+](=O)[O-])NCCCC(NC(=O)CNC(=O)c1ccccc1)C(=O)O (stereo not drawn) | i | i
CC(=NCc1cccnc1)c1c(O)n(-c2ccc(C)cc2)c(=O)[nH]c1=O | i | i
Cc1ccc(Cn2cc(C=O)c(-c3ccc(C)cc3)n2)cc1 | i | i
O=C(N/N=C/c1c(O)n(CCc2ccccc2)c(=O)[nH]c1=O)c1ccncc1 | i | i
O=C(O)Cn1cc(/C=C2\C(=O)NC(=O)N(Cc3ccco3)C2=O)c2ccccc21 | i | i
CC1CCCC(C2(O)C(=O)Nc3ccccc32)C1=O (stereo not drawn) | i | i
CCOP(=O)(OCC)c1ccc(O)cc1 | i | i
CC(=O)c1cn(Cc2ccccc2C#N)c2ccccc12 | i | i
Cc1nnc(SCc2nc3ccccc3c(=O)n2-c2ccccc2Cl)n1N | i | i
O=[N+]([O-])c1cc(F)c(N2CCCCCC2)cc1N1CCNCC1 | i | i
CN(C)C1(CNC(=O)c2cc(S(=O)(=O)N3CCOCC3)c(Cl)cc2Cl)CCCCC1 | i | i
CN(N)N=Nc1nc2c([nH]1)c(=O)n(C)c(=O)n2C | i | i
O=C(CN1CCCCC1)c1ccc(F)cc1 | i | i
CCOC(=O)C(O)(c1ccc(N(C)C(=O)COc2ccccc2)cc1)C(F)(F)F (stereo not drawn) | i | i
CC(=NCCC(c1ccccc1)c1ccccc1)c1c(O)n(C)c(=O)n(C)c1=O | i | i
CN(C)C(=O)Oc1ccc2c(c1)O/C(=C\c1cccc([N+](=O)[O-])c1)C2=O | i | i
CN(C)[C@@H]1C(=O)C(C(N)=O)=C(O)[C@@]2(O)C(=O)C3=C(O)c4c(O)cccc4[C@@](C)(O)[C@H]3C[C@@H]12 | i | i
O=C(C(=O)N1CCOCC1)c1cn(Cc2ccc(F)cc2)c2ccccc12 | i | i
CCOC(=O)CSCCOc1ccc(C=C2C(=O)NC(=O)NC2=O)cc1OC | i | i
Cc1cccc(N2CCN(CCc3ccccc3)CC2)c1C | i | i
The results go on:
SMILES | CHT allo act | CHT block
O=C1NC(=O)N(Cc2ccccc2)C(=O)/C1=C/c1cnn(-c2ccccc2)c1 | i | i
Cc1ccc(N2C(=O)NC(=O)/C(=C\c3cc(C)n(-c4cc(C(=O)O)cc(C(=O)O)c4)c3C)C2=O)cc1 | i | i
CCC1=Nc2cc(C(=O)N3CCC4(CC3)OCCO4)ccc2Sc2ccc(C)cc21 | i | i
CC(C)c1ccc(OCC(=O)N2CCN(C)CC2)c(Br)c1 | i | i
CCCCn1c(=O)c(C(=O)Nc2ccccc2N)c(O)c2ccccc21 | i | i
C#CCOc1cc(C2C3=C(COC3=O)Nc3cc4c(cc32)OCO4)ccc1OC (stereo not drawn) | i | i
COC(=O)c1ccc(N2CCN(C)CC2)c([N+](=O)[O-])c1 | i | i
CC1(C)OC(c2ccccc2)=C/C(=C/C=C2C(=O)NC(=O)NC2=O)O1 | i | i
Cc1cccc(OP(=O)(NCc2ccccc2)Oc2cccc(C)c2)c1 | i | i
CCCCN1C(=O)NC(=O)C2(Cc3cc(C)ccc3N(C)C2)C1=O (stereo not drawn) | i | i
COc1ccc(F)cc1C(=O)C1CCCN(Cc2cnc(C)s2)C1 (stereo not drawn) | i | i
Nc1c(C(=O)NCCN2CCOCC2)c2nc3ccccc3nc2n1Cc1ccccc1 | i | i
CCN1C[C@@]2(COC)C3[C@@H](OC)[C@H]4[C@@H]1[C@@]3(C1C[C@H]3[C@H](OC(C)=O)C1[C@]4(OC(C)=O)C[C@H]3OC)[C@@H](OC)C[C@H]2OC(C)=O (stereo partly drawn) | i | i
C=CCn1c(O)c(/C=N/NC(=O)CCCC)c(=O)[nH]c1=S | i | i
CCCCCCn1c(=O)c(C(=O)Nc2nc(CC(=O)OCC)cs2)c(O)c2ccccc21 | i | i
Cc1ccc(C2CC(=O)C(C=NCCN3CCN(C(=O)Cc4ccccc4)CC3)=C(O)C2)cc1 (stereo not drawn) | i | i
Cc1cc(=O)oc2cc(OCC(=O)N3CCN(Cc4ccc5c(c4)OCO5)CC3)ccc12 | i | i
O=C(Cc1ccccc1)N1CCN(Cc2cccc(Br)c2)CC1 | i | i
CN(C)C(=Nc1ccccc1)P(=S)(N(C)C)N(C)C | i | i
O=C(Nc1cccnc1)c1c(O)c2c(n(Cc3ccccc3)c1=O)CCCC2 | i | i
COc1ccc(C(CNC(=O)c2ccc3c(c2)CCC3)N(C)C)cc1 (stereo not drawn) | i | i
COc1cc2c(cc1OC)C(C(=O)N(C)C1CCCCC1)C1CCCCN1C2=O (stereo not drawn) | i | i
COc1ccc(P2(=O)Nc3ccccc3N2)cc1 | i | i
O=c1[nH]c(=S)n(Cc2ccco2)c(O)c1C=NCc1cccs1 | i | i
CCCC(C)C1(CC)C(=O)NC(=Nc2ccccc2OC)NC1=O (stereo not drawn) | i | i
C#C[C@@]1(O)CCC2C3CCC4=C/C(=N/OCC(=O)NC(C(=O)NC(CC(C)C)C(=O)O)C(C)C)CC[C@]4(C)C3CC[C@@]21C (stereo partly drawn) | i | i
O=C(c1ccc(N2CCCCCC2)c([N+](=O)[O-])c1)N1CCC2(CC1)OCCO2 | i | i
CN1CCC(N(C)c2nc(-c3ccccc3)nc3ccccc23)CC1 | i | i
COc1c(O)ccc2c1-c1c3c(cc4c1C(C2)N(C)CC4)OCO3 (stereo not drawn) | i | i
COc1ccc(C(CC(=O)N2CCC3(CC2)OCCO3)NS(=O)(=O)c2ccc(C)cc2)cc1 (stereo not drawn) | i | i

7 compounds from above, ordered by SMILES length, rising:
SMILES | CHT allo act | CHT block
COc1ccc(P2(=O)Nc3ccccc3N2)cc1 | i | i
CN(C)C(=Nc1ccccc1)P(=S)(N(C)C)N(C)C | i | i
COc1ccc(C(CNC(=O)c2ccc3c(c2)CCC3)N(C)C)cc1 (stereo not drawn) | i | i
COc1c(O)ccc2c1-c1c3c(cc4c1C(C2)N(C)CC4)OCO3 (stereo not drawn) | i | i
COc1cc2c(cc1OC)C(C(=O)N(C)C1CCCCC1)C1CCCCN1C2=O (stereo not drawn) | i | i
Cc1cc(=O)oc2cc(OCC(=O)N3CCN(Cc4ccc5c(c4)OCO5)CC3)ccc12 | i | i
COc1ccc(C(CC(=O)N2CCC3(CC2)OCCO3)NS(=O)(=O)c2ccc(C)cc2)cc1 (stereo not drawn) | i | i
